Screens: PubChem BioAssay, Broad Institute
NFkB binder: binders of human NF-kappa-B p105 | calls only | Small molecule microarray, anti-His fluorescence binding | P19838 | 17,000 compounds, 1.3% hits;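 active = spot fluorescence over background significantly raised, with a chance value under 7% in all four replicate spots of the compound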;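 note: probe protein is his-tagged human p50 processed subunit at 1 µg/ml; raw spot fluorescence signals with no normalization applied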
Target sequence (P19838 1-433 limits assumed): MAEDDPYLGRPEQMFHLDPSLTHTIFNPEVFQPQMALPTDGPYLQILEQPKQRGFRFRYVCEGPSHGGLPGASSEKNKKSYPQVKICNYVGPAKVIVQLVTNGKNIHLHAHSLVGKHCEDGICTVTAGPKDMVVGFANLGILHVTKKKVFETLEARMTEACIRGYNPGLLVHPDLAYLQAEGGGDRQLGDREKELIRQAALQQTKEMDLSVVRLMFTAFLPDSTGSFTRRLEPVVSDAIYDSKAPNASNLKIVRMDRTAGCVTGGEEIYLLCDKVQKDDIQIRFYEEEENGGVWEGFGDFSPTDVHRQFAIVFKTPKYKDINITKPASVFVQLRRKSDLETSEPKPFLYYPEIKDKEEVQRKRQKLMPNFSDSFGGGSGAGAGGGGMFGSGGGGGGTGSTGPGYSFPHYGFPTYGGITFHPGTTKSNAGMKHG
Calls only; i = inactive; + = active, no number. These rows are one share of the data. The share of hits here may be higher or lower than overall.

SMILES	NFkB binder
Cc1noc(C)c1S(=O)(=O)Nc1ccc2c(c1)CC(=O)N([C@@H](C)CO)C[C@H](C)[C@@H](CN(C)C(=O)Nc1ccc(C(F)(F)F)cc1)O2	i
CC(C)NC(=O)N(C)C[C@@H]1OCCCC[C@H](C)Oc2ccc(NC(=O)Cc3ccccc3)cc2C(=O)N([C@H](C)CO)C[C@H]1C	i
C[C@H](CO)N1C[C@H](C)[C@H](CN(C)C(=O)Nc2ccccc2)Oc2c(NC(=O)C3CCOCC3)cccc2C1=O	i
Cn1cc(C(=O)OCC2CCN(CCNS(C)(=O)=O)CC2)c2ccccc21	i
CC[C@@H]1Cn2c(c3nc(-c4ccccc4)nc-3n(C)c2=O)N1	i
CNC[C@H]1Oc2ccc(NC(=O)Nc3c(C)noc3C)cc2CC(=O)N([C@@H](C)CO)C[C@H]1C	i
C[C@@H]1CN([C@H](C)CO)C(=O)c2cc(NC(=O)C3CC3)ccc2O[C@H]1CN(C)Cc1ccc(C(F)(F)F)cc1	i
COc1ccc(S(=O)(=O)N(C)C[C@@H]2Oc3c(NS(=O)(=O)c4cn(C)cn4)cccc3C(=O)N([C@@H](C)CO)C[C@H]2C)cc1	i
O=C(O)CCc1cc2ccoc2cc1O[C@@H]1O[C@H](CO)[C@@H](O)[C@H](O)[C@H]1O	i
Cc1noc(C)c1S(=O)(=O)Nc1ccc2c(c1)C(=O)N([C@@H](C)CO)C[C@H](C)[C@H](CN(C)C(=O)CCC(F)(F)F)OCCCC[C@@H](C)O2	i
C[C@H]1CN([C@@H](C)CO)C(=O)CCCn2nncc2CO[C@H]1CN(C)S(=O)(=O)c1cn(C)cn1	i
C[C@@H]1CCCCO[C@@H](CN(C)Cc2ccccc2)[C@@H](C)CN([C@@H](C)CO)C(=O)c2cc(N(C)C)ccc2O1	i
Cc1ccc(-c2noc(CN(C(=O)c3ccccc3-c3ccccc3)C(C)C)n2)cc1	i
COc1ccc(CN(C)C[C@H]2Oc3ccc(NC(=O)Cc4cn(C)c5ccccc45)cc3CC(=O)N([C@H](C)CO)C[C@H]2C)cc1	i
C[C@@H]1CN([C@@H](C)CO)C(=O)c2cc(NC(=O)Nc3ccccc3)ccc2O[C@@H](C)CCCCO[C@@H]1CN(C)C(=O)C1CCCCC1	i
COc1ccc(S(=O)(=O)Nc2ccc3c(c2)C(=O)N([C@H](C)CO)C[C@@H](C)[C@@H](CN(C)Cc2ccccc2)O3)cc1	i
CC(C)NC(=O)Nc1ccc2c(c1)CC(=O)N([C@H](C)CO)C[C@@H](C)[C@@H](CN(C)CC1CC1)O2	i
C[C@@H]1CN([C@@H](C)CO)C(=O)Cc2cc(NC(=O)c3ccncc3)ccc2O[C@H]1CN(C)C(=O)Nc1ccc(F)cc1	i
Cc1noc(C)c1S(=O)(=O)N(C)C[C@H]1Oc2ccc(NS(=O)(=O)c3ccc(Cl)cc3)cc2CC(=O)N([C@@H](C)CO)C[C@H]1C	i
COc1ccc(NC(=O)Nc2cccc3c2O[C@@H](CN(C)Cc2ccncc2)[C@H](C)CN([C@H](C)CO)C3=O)cc1	i

Part of the list above, with bars between the fields:
SMILES | NFkB binder
Cc1noc(C)c1S(=O)(=O)Nc1ccc2c(c1)CC(=O)N([C@@H](C)CO)C[C@H](C)[C@@H](CN(C)C(=O)Nc1ccc(C(F)(F)F)cc1)O2 | i
CC(C)NC(=O)N(C)C[C@@H]1OCCCC[C@H](C)Oc2ccc(NC(=O)Cc3ccccc3)cc2C(=O)N([C@H](C)CO)C[C@H]1C | i
C[C@H](CO)N1C[C@H](C)[C@H](CN(C)C(=O)Nc2ccccc2)Oc2c(NC(=O)C3CCOCC3)cccc2C1=O | i
Cn1cc(C(=O)OCC2CCN(CCNS(C)(=O)=O)CC2)c2ccccc21 | i
CC[C@@H]1Cn2c(c3nc(-c4ccccc4)nc-3n(C)c2=O)N1 | i
CNC[C@H]1Oc2ccc(NC(=O)Nc3c(C)noc3C)cc2CC(=O)N([C@@H](C)CO)C[C@H]1C | i
C[C@@H]1CN([C@H](C)CO)C(=O)c2cc(NC(=O)C3CC3)ccc2O[C@H]1CN(C)Cc1ccc(C(F)(F)F)cc1 | i
COc1ccc(S(=O)(=O)N(C)C[C@@H]2Oc3c(NS(=O)(=O)c4cn(C)cn4)cccc3C(=O)N([C@@H](C)CO)C[C@H]2C)cc1 | i
O=C(O)CCc1cc2ccoc2cc1O[C@@H]1O[C@H](CO)[C@@H](O)[C@H](O)[C@H]1O | i
Cc1noc(C)c1S(=O)(=O)Nc1ccc2c(c1)C(=O)N([C@@H](C)CO)C[C@H](C)[C@H](CN(C)C(=O)CCC(F)(F)F)OCCCC[C@@H](C)O2 | i
C[C@H]1CN([C@@H](C)CO)C(=O)CCCn2nncc2CO[C@H]1CN(C)S(=O)(=O)c1cn(C)cn1 | i
C[C@@H]1CCCCO[C@@H](CN(C)Cc2ccccc2)[C@@H](C)CN([C@@H](C)CO)C(=O)c2cc(N(C)C)ccc2O1 | i

Continued:
SMILES	NFkB binder
Cc1ccc(OCC(O)C(C)NC(C)C)c2c1CCC2 (stereo not given)	i
C[C@@H]1CN([C@H](C)CO)C(=O)Cc2cc(NS(=O)(=O)c3cn(C)cn3)ccc2O[C@H]1CN(C)CC1CCCCC1	i
C[C@H](CO)N1C[C@H](C)[C@@H](CN(C)C(=O)NC2CCCCC2)Oc2ccc(NC(=O)Nc3ccc(C(F)(F)F)cc3)cc2CC1=O	i
C[C@@H]1CCCCO[C@@H](CN(C)C(=O)CCC(F)(F)F)[C@@H](C)CN([C@@H](C)CO)C(=O)c2cc(NC(=O)Cc3ccccc3)ccc2O1	i
C[C@H]1CN([C@@H](C)CO)C(=O)Cc2cc(NC(=O)c3ccncc3)ccc2O[C@H]1CN(C)C(=O)Nc1ccc(F)cc1	i
CC(C)NC(=O)Nc1ccc2c(c1)C(=O)N([C@H](C)CO)C[C@H](C)[C@H](CN(C)C(=O)Nc1ccccc1)OCCCC[C@@H](C)O2	i
CC(C)CNC(=O)[C@@]1(C)c2ccccc2C(=O)N(Cc2ccccc2)[C@H]1c1ccc(CO)cc1	i
O=C(c1ccccc1)N1Cc2ccccc2C[C@@]2(N=C(c3ccc(OCCCO)cc3)O[C@H]2c2ccccc2)C1=O	i
CNC(=O)COc1ccc(Nc2nnc(-c3ccc(OC)cc3)c3ccccc23)cc1	i
C[C@@H]1CN([C@@H](C)CO)C(=O)c2cc(NC(=O)Cn3cnnn3)ccc2O[C@@H]1CN(C)Cc1ccncc1	i
CC(=O)c1cc(C)c(O)c(COC2OC(CO)C(O)C(O)C2O)c1O (stereo not given)	i
COc1ccc(S(=O)(=O)N(C)C[C@@H]2Oc3ccc(NC(=O)Nc4ccc(C(F)(F)F)cc4)cc3CC(=O)N([C@@H](C)CO)C[C@H]2C)cc1	i
CC(C)c1onc(-c2c(Cl)cccc2Cl)c1COc1ccc(/C=C/c2cccc(C(=O)O)c2)c(Cl)c1	i
Cc1noc(C)c1S(=O)(=O)N(C)C[C@@H]1Oc2ccc(NS(C)(=O)=O)cc2CC(=O)N([C@H](C)CO)C[C@@H]1C	i
O=C(COc1ccc(I)cc1)Nc1ccc(O)cc1C(=O)O	i
C[C@H](CO)N1C[C@H](C)[C@@H](CN(C)C(=O)Nc2ccc3c(c2)OCO3)Oc2ccc(NC(=O)C3CC3)cc2CC1=O	i
CC(C)NC(=O)N(C)C[C@H]1Oc2c(NS(=O)(=O)c3cn(C)cn3)cccc2C(=O)N([C@H](C)CO)C[C@H]1C	i
CN1C(=O)N[C@@H]2c3ccccc3O[C@@]1(CO)[C@@H]2COC(=O)c1ccccc1	i
C[C@@H]1CCCCO[C@@H](CN(C)S(=O)(=O)c2cn(C)cn2)[C@H](C)CN([C@@H](C)CO)C(=O)c2cc(NS(C)(=O)=O)ccc2O1	i
COc1ccc(S(=O)(=O)N(C)C[C@@H]2Oc3c(NS(=O)(=O)c4ccccc4)cccc3C(=O)N([C@@H](C)CO)C[C@H]2C)cc1	i
COC(=O)COc1ccc(S(=O)(=O)NC2CCCCCC2)cc1	i
CNC[C@@H]1Oc2ccc(NC(=O)C3CC3)cc2CC(=O)N([C@@H](C)CO)C[C@H]1C	i
C[C@@H]1CN([C@H](C)CO)C(=O)c2cc(NC(=O)Cc3cn(C)c4ccccc34)ccc2O[C@@H]1CN(C)C(=O)Nc1ccccc1	i
C[C@H]1CN([C@@H](C)CO)C(=O)c2cccc(NC(=O)c3ccc(-c4nccs4)cc3)c2O[C@@H]1CN(C)S(=O)(=O)c1cccs1	i
Cc1noc(C)c1S(=O)(=O)Nc1ccc2c(c1)C(=O)N([C@H](C)CO)C[C@H](C)[C@@H](CN(C)Cc1ccccc1)OCCCC[C@@H](C)O2	i
C[C@@H]1CN([C@H](C)CO)C(=O)Cc2cc(NC(=O)Nc3ccc4c(c3)OCO4)ccc2O[C@@H]1CN(C)S(=O)(=O)c1cccs1	i
O=C(CCSc1nc2ccccc2o1)Nc1ccc(F)cc1	i
CC(C)NC(=O)N(C)C[C@H]1OCCCC[C@H](C)Oc2ccc(NC(=O)Nc3ccc4c(c3)OCO4)cc2C(=O)N([C@@H](C)CO)C[C@H]1C	i
CCN(CC)C(=O)CSc1nc(N)cc(=O)[nH]1	i
C[C@@H]1CCCCO[C@H](CN(C)C(=O)Nc2ccccc2)[C@H](C)CN([C@@H](C)CO)C(=O)c2cc(NC(=O)CCCN(C)C)ccc2O1	i
COC(=O)c1cccc(NC(=O)Cc2ccccc2[N+](=O)[O-])c1C	i
C[C@@H]1CN([C@H](C)CO)C(=O)c2cc(NC(=O)C3CC3)ccc2O[C@@H]1CN(C)C(=O)Nc1ccccc1	i
CC(NC(=O)c1ccc(Cl)cc1)C(=O)NC(C)(C)CO (stereo not given)	i
C[C@@H]1CCCCO[C@H](CN(C)CC2CCCCC2)[C@H](C)CN([C@@H](C)CO)C(=O)c2cc(NC(=O)NC3CCCCC3)ccc2O1	+
COC(=O)C(CC#Cc1ccc2c(c1)[C@]1(C(=O)N2)[C@H](c2ccc(OCCO)cc2)N2[C@H](c3ccccc3)[C@H](c3ccccc3)OC(=O)[C@H]2[C@@H]1C(=O)N1CCCCCCC1)C(=O)OC	i
Cc1cc(C)cc(C(=O)N(C)C(Cc2ccc(-c3ccccc3)cc2)C(=O)NC(Cc2c[nH]c3ccccc23)C(=O)O)c1 (stereo not given)	i
CC(=O)Nc1ccc(C(=O)CSc2nc3ccccc3o2)cc1	i
Cc1noc(C)c1NC(=O)Nc1ccc2c(c1)C(=O)N([C@H](C)CO)C[C@@H](C)[C@H](CN(C)C)OCCCC[C@H](C)O2	i
O=C(C1=C[C@@H](c2coc3ccccc3c2=O)C[C@@H](OCCCCO)O1)N1CCOCC1	i
Cc1noc(C)c1NC(=O)N(C)C[C@@H]1Oc2ccc(NC(=O)Nc3ccc4c(c3)OCO4)cc2C(=O)N([C@@H](C)CO)C[C@@H]1C	i
COc1ccc(CN(C)C[C@H]2Oc3ccc(NC(=O)Nc4ccc(OC)cc4)cc3CC(=O)N([C@H](C)CO)C[C@H]2C)cc1	i
CN(c1ccccc1C(=O)Nc1cccnc1)S(C)(=O)=O	i
COC(=O)c1ccc([C@@H]2C=C(C(=O)O)O[C@H](OCCCCO)C2)cc1	i
CC(=O)O[C@@H]1CC(C)=C2[C@H]1[C@H](C)CC[C@H]2/C=C(\C)C(=O)O	i
COC(=O)c1c2oc(c1C(=O)OC)C(=O)N(C)Cc1cn(nn1)C[C@@H](C)NC(=O)N[C@H](CO)CC2	i
CC(C)NC(=O)N(C)C[C@H]1OCc2cnnn2CCCC(=O)N([C@H](C)CO)C[C@H]1C	i
C[C@H](CO)N1C[C@H](C)[C@H](CN(C)CC2CC2)Oc2c(NC(=O)c3ccc(-c4nccs4)cc3)cccc2C1=O	i
C[C@@H]1CCCCO[C@H](CN(C)C)[C@H](C)CN([C@H](C)CO)C(=O)c2cc(NC(=O)c3ccncc3)ccc2O1	i
O=C(Nc1ccccc1)c1ccc(CSc2nnc(-c3ccncc3)n2-c2ccccc2)cc1	i
C=C(C(=O)O)[C@@H]1CC[C@@]2(C)CCC[C@@](C)(O)[C@@H]2C1	i
COC(=O)C(C(C)c1c[nH]c2ccccc12)[N+](=O)[O-] (stereo not given)	i
Cc1c(CCC(=O)O)c(=O)n2c([nH]c3ccccc32)c1C#N	i
C[C@H]1CN([C@@H](C)CO)C(=O)c2cccc(NC(=O)Nc3ccc(C(F)(F)F)cc3)c2O[C@H]1CN(C)C(=O)NC1CCCCC1	+
C[C@@H]1CCCCO[C@H](CN(C)S(=O)(=O)c2cn(C)cn2)[C@H](C)CN([C@@H](C)CO)C(=O)c2cc(NS(=O)(=O)c3cn(C)cn3)ccc2O1	i
C[C@H]1CCCCO[C@H](CN(C)Cc2ccccc2)[C@@H](C)CN([C@@H](C)CO)C(=O)c2cc(NS(=O)(=O)c3cn(C)cn3)ccc2O1	i
CC1(C(=O)c2ccccc2)C2c3c(ccc4ccccc34)OC(=O)C21C(=O)c1ccco1 (stereo not given)	i
CC(=O)N(CC(C)C(=O)O)c1c(I)cc(I)c(N)c1I (stereo not given)	i
C[C@@H]1CN([C@@H](C)CO)C(=O)Cc2cc(NC(=O)c3ccncc3)ccc2O[C@H]1CN(C)S(=O)(=O)c1ccccc1	i
C[C@@H]1CN([C@H](C)CO)C(=O)c2cc(NC(=O)c3ccncc3)ccc2O[C@@H](C)CCCCO[C@H]1CN(C)C(=O)Nc1ccc(C(F)(F)F)cc1	i
C[C@H](CO)N1C[C@H](C)[C@H](CN(C)C)Oc2ccc(NS(C)(=O)=O)cc2C1=O	i

Following part
SMILES	NFkB binder
C=CCNC(=O)[C@H]1[C@@H]2C(=O)O[C@@H](c3ccccc3)[C@@H](c3ccccc3)N2[C@@H](c2ccc(O)cc2)[C@]12C(=O)N(C(=O)OCCOC)c1ccccc12	i
CC#CCOC(=O)C1=CCCN(C)C1	+
C[C@H](CO)N1C[C@H](C)[C@H](CN(C)Cc2ccccc2)Oc2ncc(Br)cc2C1=O	i
C[C@@H]1CN([C@@H](C)CO)C(=O)c2cc(N(C)C)ccc2O[C@@H](C)CCCCO[C@@H]1CN(C)S(=O)(=O)c1ccccc1	i
COC(=O)c1ccc(NC(=O)CN2C(=O)CN(c3ccc(Br)cc3)C2=O)cc1	i
Cc1noc(C)c1NC(=O)Nc1ccc2c(c1)CC(=O)N([C@H](C)CO)C[C@@H](C)[C@@H](CN(C)S(=O)(=O)c1cn(C)cn1)O2	i
CC(C)NC(=O)N(C)C[C@@H]1Oc2ccc(NC(=O)C3CC3)cc2CC(=O)N([C@@H](C)CO)C[C@H]1C	i
